Mito fusion yeast = inhibitors of mitochondrial division or activators of mitochondrial fusion; S. cerevisiae fusion-defective mutant growth rescue, CellTiterGlo 48 h; Potency, µM (highest dose often 46.1 µM), without a hit: at the top dose growth rescue (activation), hits mostly activators; 320,000 compounds, 0.23% hits; AID 485298;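 note: potency is the fitted concentration of half-maximal effect; % of control where 0% means no effect; nearly all actives have a fitted effect of over 45% in size; temperature-sensitive fusion mutants such as fzo1-1 at 37 °C on non-fermentable ethanol glycerol medium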
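Read-out: ATP-based luminescence (CellTiterGlo, 10 min ambient) reporting growth of fusion-defective ts yeast after 48 hours at 37C on glycerol/ethanol YPEG medium in the presence of compound.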
Tb PFK block = blocks T. brucei phosphofructokinase; 330,000 compounds, 0.17% hits; T. brucei PFK, ADP-Glo luminescence; Potency, µM (highest dose often 57.5 µM), without a hit: at the highest dose activity, negative = inhibition, usual class: inhibitors; O15648;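 note: potency is the fitted concentration of half-maximal effect; 0% = uninhibited 1x PFK enzyme wells and -100% = no-enzyme wells; nearly all actives have a fitted effect of over 60% in size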
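PFK 1.25 nM, F6P 0.5 mM, ATP 0.1 mM, 0.1 M TEA pH 8.0, 5 mM MgCl2, 0.01% Tween20, 0.1% BSA; 45 min RT. ADP-Glo readout. qHTS titration up to 57 uM; curves fitted, compounds curve-classed.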
TSG101-PTAP inh = blocks PTAP/TSG101 interaction to inhibit HIV-1 budding; Fluorescence polarization, FITC-PTAP peptide / Tsg101 binding; Potency, µM (highest dose often 115 µM), for inactives: top-dose activity change, negative = inhibition, hits mostly inhibitors; 340,000 tested, under 10 active; AID 493005; active = well fitted inhibition curve with a large enough effect in the main read-out, with a control signal flat, not every such curve was filed as active; inconclusive = small, poorly fitted or top-dose-only effect, or effect the other way, or a change in a side signal; inactive = no such curve, though single readings can be large or run the other way; note: potency is the fitted concentration of half-maximal effect; % of control where 0% means no effect
Target sequence (Q99816 whole entry, looked up): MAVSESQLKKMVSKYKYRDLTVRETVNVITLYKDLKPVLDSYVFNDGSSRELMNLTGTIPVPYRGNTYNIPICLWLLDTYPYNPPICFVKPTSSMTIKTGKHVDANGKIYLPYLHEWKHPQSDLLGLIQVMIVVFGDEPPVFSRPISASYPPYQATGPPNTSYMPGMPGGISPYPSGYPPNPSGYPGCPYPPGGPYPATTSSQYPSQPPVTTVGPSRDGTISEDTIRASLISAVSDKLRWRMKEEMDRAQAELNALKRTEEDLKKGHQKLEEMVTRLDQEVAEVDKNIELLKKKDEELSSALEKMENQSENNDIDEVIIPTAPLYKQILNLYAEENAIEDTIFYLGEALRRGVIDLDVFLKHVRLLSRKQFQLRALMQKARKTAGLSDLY
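Compounds were pin-transferred onto Tsg101 binding domain (10 uM final) in HEPES pH 7.5 buffer, then FITC-PTAP peptide was added at 50 nM final. After 20 min at RT, polarization reported peptide displacement across a qHTS concentration series.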
BCR signal inh = chronic active BCR signaling inhibition; Potency, µM (series often up to 46.1 µM), for inactives: at the highest dose ratio change, negative = lower green/red ratio, actives largely listed as inhibitors; 340,000 compounds, 0.05% hits; ABC-DLBCL IkBa-CBG/CBR reporter, luminescence ratio, 4 h; active = well fitted inhibition curve with a large enough effect in the signal ratio, with a control signal flat, not every such curve was filed as active; inconclusive = small, poorly fitted or top-dose-only effect, or effect the other way, or a change in a side signal; the % refers to the signal ratio;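 note: potency is the fitted concentration of half-maximal effect; plate controls were basal doxycycline-induced cells for no effect and cells given 10 µM MG132 for full effect; MG132 reads +100%, hits lower the ratio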
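Concentration-response series (up to 46 uM) were applied to TMD8 dual-reporter cells for 4 h at 37C with doxycycline. Green/red ratio, after filter-overlap correction, defined %Activity; red signal alone was normalised to basal cells and zero luminescence.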
TSHR antag = human thyrotropin receptor antagonism; AID 504810; 330,000 compounds, 0.2% hits; P16473; activity change, negative = inhibition, % at 11.5 µM; TSHR-expressing cells, TSH-stimulated cAMP HTRF, 2 h; active compounds read low;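 active = activity change below a set negative limit, meaning inhibition stronger than a set level, cut at about -70% in these data; inconclusive = activity change between two set negative limits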; note: % is set by controls: 0 for no effect and ±100 for the full control effect
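TSHR-expressing cells were treated with compounds, then stimulated with TSH at EC80 (4nM final) for 2 hours at 37 deg C. Cellular cAMP was measured by HTRF competition between lysate cAMP and cAMP-d2 for a cryptate-labelled anti-cAMP antibody.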
ELG1 DNA repair = ELG1-dependent DNA repair inhibition; AID 504467; Potency, µM (top dose mostly 46.1 µM), without a hit: top-dose activity change, negative = inhibition, usual class: inhibitors; 330,000 compounds, 2.3% hits; HEK293T ELG1-luciferase reporter, luminescence, 16 h; DNA damage induced by 5-fluorouridine; note: potency is the fitted concentration of half-maximal effect; % is set by controls: 0 for no effect and ±100 for the full control effect; nearly all actives have a fitted effect of over 55% in size
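In this reporter screen, reduction of luminescence relative to DMSO vehicle indicated activity. Compounds and 5-fluorouridine were added together to 2,000 cells per well, incubated for 16 hr at 37 °C, then developed with ONE-Glo.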
USP2a inh = blocks human ubiquitin-specific protease USP2a | O75604 | USP2 core, Ub-CHOP2 coupled fluorogenic reporter, 485/531 | Potency, µM (series often up to 38.3 µM), for inactives: at the highest dose activity change, negative = inhibition, actives largely listed as inhibitors | 330,000 compounds, 0.01% hits;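 note: potency is the fitted concentration of half-maximal effect; plate controls were DMSO wells for no effect and full inhibition by NEM control for full effect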
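Cell-free coupled assay: 10nM USP2 core preincubated 30min RT with compound in Tris-HCl pH 8.0/CaCl2/CHAPS buffer, then 25nM Ub-CHOP2 and 25nM reporter substrate; fluorescence (Ex 485/Em 531) read after 60min RT, normalized to NEM inhibition, concentration-response curves fitted.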
Eya2 phos inh = Eya2 (human) phosphatase inhibition; O00167; recombinant Eya2, OMFP fluorescence dephosphorylation (OMFP is methylfluorescein phosphate); Potency, µM (series often up to 76.9 µM), inactives show at the top dose activity, negative = inhibition, actives largely listed as inhibitors; 330,000 compounds, 0.006% hits; AID 488837; note: potency is the fitted concentration of half-maximal effect; % is set by controls: 0 for no effect and ±100 for the full control effect
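Eya2 protein (added as 0.2 uM solution) was preincubated with compound for 10 min at ambient temperature in 50 mM HEPES pH 7.5, 50 mM NaCl, 5 uM MgCl2, 0.05% BSA, 1 mM DTT. OMFP (added at 50 uM) then reacted 10 min; fluorescence read at 485/525 nm.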
B2AR arrestin = beta2AR (human) beta-arrestin recruitment activity; 330,000 compounds, 0.02% hits; beta-arrestin recruitment to beta2AR, cell-based reporter; Potency, µM (top dose mostly 46.1 µM), for the others: top-dose activation, usual class: activators; AID 492947;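 note: potency is the fitted concentration of half-maximal effect; 0% = DMSO controls and full agonism = EC100 isoproterenol or metaproterenol; nearly all actives have a fitted effect of over 65% in size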
Target sequence (P07550 whole entry, looked up): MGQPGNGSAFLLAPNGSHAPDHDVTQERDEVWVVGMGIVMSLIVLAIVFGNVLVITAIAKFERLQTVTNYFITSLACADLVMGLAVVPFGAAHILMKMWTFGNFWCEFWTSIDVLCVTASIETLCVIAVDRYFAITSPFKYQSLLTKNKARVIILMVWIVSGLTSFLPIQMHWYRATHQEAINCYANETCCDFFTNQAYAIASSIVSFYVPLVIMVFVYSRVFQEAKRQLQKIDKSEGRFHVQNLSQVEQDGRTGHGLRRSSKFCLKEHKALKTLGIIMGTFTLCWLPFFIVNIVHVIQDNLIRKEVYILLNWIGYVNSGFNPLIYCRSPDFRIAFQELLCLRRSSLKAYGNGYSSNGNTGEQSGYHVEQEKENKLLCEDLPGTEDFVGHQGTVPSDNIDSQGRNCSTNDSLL
TCR act = activators of T cell receptors | 330,000 tested, under 10 active | Potency, µM (doses to about 9.22 µM), without a hit: at the highest dose activation of IL-2 secretion, usual class: activators | AID 504894 | primary human leukocytes, anti-CD3, IL-2 HTRF, 48 h; note: % of control where 0% means no effect
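Using a-CD3 beads without co-stimulation, primary human leukocytes were exposed to compounds for 48 hr. An HTRF IL-2 kit measured the cytokine, with europium-to-d2 energy transfer producing emission at 665nm upon 320nm excitation.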
uPA generation = blocks generation of uPA at the cell surface | cell surface uPA generation assay, qHTS | Potency, µM (top dose mostly 38.3 µM), inactives show at the top dose activity change, negative = inhibition, hits mostly inhibitors | 330,000 compounds, 0.31% hits; active = well fitted inhibition curve with a large enough effect; inconclusive = small, poorly fitted or top-dose-only effect; inactive = no such curve, though single readings can be large or run the other way; tested in mouse RAW 264.7 cells; note: potency is the fitted concentration of half-maximal effect; % is set by controls: 0 for no effect and ±100 for the full control effect; nearly all actives have a fitted effect of over 55% in size
Numbers without * were called inactive; ? = inconclusive; / = not tested or not shown; [ ] = another dose, or the depositor's remark. Unless noted, calls come from the whole dose curve; as a rule, active = well fitted curve in the direction sought with a large enough effect; inconclusive = small, poorly fitted or top-dose-only effect, or another doubt; inactive = no such curve, though single readings can be large; an effect the other way counts as inactive or inconclusive. The order is random. Share with any hit: about 3%.

SMILES	Mito fusion yeast	Tb PFK block	TSG101-PTAP inh	BCR signal inh	TSHR antag	ELG1 DNA repair	USP2a inh	Eya2 phos inh	B2AR arrestin	TCR act	uPA generation
CC(c1ccccc1)N1C(=O)NC(NC(=O)c2cccnc2)(C(F)(F)F)C1=O (configuration not stated)	-6%	-1%	-7%	4%	27	9%	3%	3%	-0.2%	0%[46.1 µM]	1%
CCOc1ccc(C(c2c(NC(=O)c3ccccc3)sc(C)c2C)N2CCN(C)CC2)cc1 (configuration not stated)	3%	13%	-3%	?	-18	6%	0%	-4%	-0.5%	-3%[46.1 µM]	1%
CCOc1ccc(NC(=O)CN(C)C(=O)c2cn(-c3ccc(F)cc3)nc2-c2cccc(OC)c2)cc1OCC	14%	3%	0%	-1%	-6	9.2µM*	-2%	-4%	-0.1%	0%	-1%
CCOC(=O)C1CCN(S(=O)(=O)c2ccc3c(c2)CC(=O)N3)CC1	-3%	1%	-2%	1%	2	11%	3%	7%	0.4%	-3%	8%
Cc1cc2ccccn2c1C(=O)c1ccc(N/N=C/c2ccc(C(=O)O)cc2)c([N+](=O)[O-])c1	-1%	-13%	-11%	0%	-2	-3%	0%	-7%	0.4%	3%	14%
COc1ccc(-c2cc(-c3nnc(-c4ccncc4)o3)c3ccccc3n2)cc1	0%	2%	0%	-10%	-8	?	2%	3%	-0.2%	3%	3%
C#CCCCCCCC#CCN(C)C	0%	-3%	2%	?	10	0%	2%	-3%	2.8%	-1%	5%
COc1ccc(C(NC(=O)C2C3C=CC(C3)C2C(=O)O)c2ccccc2)cc1 (configuration not stated)	-5%	4%	-1%	-17%	-4	1%	-2%	1%	-0.3%	-1%	-2%
O=C(/C=C/c1ccc([N+](=O)[O-])cc1)NCCN1C(=O)S/C(=C\c2ccc(F)cc2)C1=O	-2%	4%	-2%	3%	15	6%	1%	-4%	-0.9%	/	2%
CC(=O)OCc1cc2cccc(C)c2[nH]c1=O	2%	0%	-7%	2%	-6	5%	2%	0%	0.2%	6%	1%
CC(C(=O)N1CCCCC1)N1CCN(S(=O)(=O)c2ccc(Cl)cc2)CC1 (configuration not stated)	-1%	-3%	-6%	-3%	-13	7%	-8%	3%	-0.2%	2%	-16%
COc1ccc(C(=O)NCC(=O)OCC(=O)c2c(C)[nH]c3ccccc23)cc1OC	/	6%	?	0%	-2	-17%	3%	3%	0.0%	10%	-7%
CCN(CC)S(=O)(=O)c1ccc(NC2c3ncccc3C(=O)N2Cc2ccccc2)cc1 (configuration not stated)	0%	-14%	-3%	3%	5	?	-7%	-4%	0.4%	0%	/
O=C(CC1C(=O)NCCN1Cc1ccc(-c2ccccc2)cc1)NCC1CC1 (configuration not stated)	1%	3%	-2%	1%	-18	3%	1%	0%	0.2%	0%	2%
O=C(Cn1nnc(-c2ccc(Cl)cc2)n1)NCc1ccco1	3%	-16%	3%	0%	-10	8%	0%	7%	0.1%	-4%	-7%
Cc1ccc(NS(=O)(=O)c2ccc(C(=O)N3CCOCC3)cc2)cc1	2%	3%	-2%	2%	0	0%	1%	-18%	0.0%	-17%	-6%
O=S1(=O)CC(NCc2ccccc2)C(Nc2ccc(Cl)cc2)C1 (configuration not stated)	4%	-1%	-3%	1%	0	-21%	2%	8%	-0.2%	2%	0%
COc1ccc(CC(=O)NC(C)c2nnc(SCC(=O)c3ccc(Br)cc3)n2C)cc1 (configuration not stated)	-1%	-7%	/	?	1	-4%	0%	-3%	-0.1%	/	-19%
CN(C)c1cccc(C(=O)N(Cc2ccccc2)Cc2ccccc2)c1	-6%	-3%	-4%	8%	17	8%	3%	-4%	-1.0%	52%	?
Cc1cc(Cl)ccc1OCCCC(=O)OCC(N)=O	-4%	0%	-5%	-17%	-7	-7%	0%	3%	0.1%	-22%	5%
CCOC(=O)c1ccc(NC(=O)CSc2nnc(CNC(=O)c3ccccc3F)o2)cc1	-2%	3%	-2%	-25%	-4	-1%	-1%	3%	-0.8%	-4%	-1%
Cc1cccc(OCC(=O)Nc2ccc(CN3CCOCC3)cc2)c1C	-11%	-3%	0%	-5%	-2	-11%	-3%	-4%	-0.8%	0%	1%
CCOC(=O)C1CCCN(Cc2ccc(OCc3ccccc3)cc2)C1 (configuration not stated)	1%	-22%	-5%	?	34	?	-7%	-1%	-0.2%	4%	-6%
O=C(OCCN1C(=O)c2cccc3c(N4CCOCC4)ccc(c23)C1=O)c1ccc(Cl)cc1Cl	-5%	3%	?	-4%	-33	?	4%	-5%	0.1%	5%[46.1 µM]	-18%
Cc1cc(Br)c(NC(=O)COC(=O)CC2CC3CCC2C3)c(Br)c1 (configuration not stated)	/	1%	0%	5%	-6	6%	3%	-22%	0.0%	-4%[46.1 µM]	12%
N=c1n(CCN2CCCCC2)c2ccccc2n1CC(=O)c1cccs1	5%	-1%	-1%	?	1	-12%	-1%	1%	-0.8%	-2%	-6%
Cc1ccccc1NS(=O)(=O)c1ccc(-c2ccc(=O)[nH]n2)o1	3%	1%	-5%	?	13	20%	3%	1%	0.0%	9%	-1%
CN(C)CCCNCC(=O)NN(c1ccccc1)c1ccccc1	4%	-6%	0%	5%	0	6%	3%	-14%	0.1%	-12%	0%
CC(C)c1nc2oc3c(=O)[nH]cnc3c2c2c1COC(C)(C)C2	7%	-8%	-4%	5%	-26	20%	0%	-5%	-0.4%	-2%	-3%
CCOC(=O)c1c(-c2ccc(C)o2)csc1NC(=O)CN1CCN(CC)CC1	-3%	-9%	-4%	?	-2	-9%	1%	18%	-0.9%	-1%	3%
COc1ccc(CNC(=O)CCc2c(C)nc3cc(-c4ccccc4OC)nn3c2C)cc1	0%	-3%	-1%	?	-2	-23%	3%	15%	-1.0%	3%	11%
CCCSc1nnc2[nH]c(=O)cc(N)n12	-1%	4%	0%	10%	2	10%	1%	-19%	-0.1%	-1%	-4%
O=C(CSc1nccn1-c1ccc(F)cc1)Nc1ccc2c(c1)OCO2	6%	-5%	-6%	5%	-5	13%	-2%	-4%	-0.6%	3%	5%
COc1ccc(NC2=Nc3cccc4cccc2c34)cc1	0%	-4%	0%	?	-9	?	2%	-7%	-0.2%	0%	-2%
CNC(=O)c1ccsc1NC(=O)CS(=O)(=O)c1ccc(Cl)cc1	11%	1%	-7%	3%	24	0%	-1%	3%	0.1%	0%	-2%
CCc1nnc(NC(=O)CSc2ccc(-c3ccc(C)cc3)nn2)s1	-2%	0%	-4%	-6%	18	?	1%	-1%	-0.1%	6%	-2%
Cc1[nH]c2ccccc2c1C(=O)/C=C\c1ccccc1Cl	6%	3%	-1%	4%	-26	?	5%	-20%	-0.9%	0%[46.1 µM]	-7%
O=C(Cc1ccccc1)N1CCN(S(=O)(=O)c2cccc([N+](=O)[O-])c2)CC1	7%	3%	-6%	3%	2	2%	1%	2%	-0.1%	3%	0%
O=C(NC(=S)NCC1CCCO1)c1ccccc1Br (configuration not stated)	-5%	-7%	-3%	0%	0	7%	2%	-1%	-3.3%	3%[46.1 µM]	6%
Cc1sc2c(c1C)c(=O)n(-c1ccccc1)c1nnc(C)n21	11%	2%	-2%	2%	10	5%	0%	-7%	-0.9%	3%	-1%
O=C(COC(=O)/C=C/c1ccccc1)Nc1ccc2c(c1)OCCO2	-4%	-5%	-5%	3%	-9	-7%	1%	-18%	-0.2%	-1%	-5%
COc1ccccc1N1C(=O)c2ccc(C(=O)Nc3ccc(C(=O)O)cc3)cc2C1=O	2%	-17%	2%	3%	2	12%	0%	4%	-0.9%	3%	7%
CCOc1cc(NC(=S)NCC2CCCO2)c(OCC)cc1NC(=O)c1ccc(OC)cc1 (configuration not stated)	-10%	6%	-6%	5%	3	13µM*	3%	-5%	0.4%	8%[46.1 µM]	-19%
COc1cc(Cl)c(C)cc1NC(=O)c1ccccc1NC(=O)CN1CCOCC1	-5%	?	-1%	15%	-9	16µM*	0%	7%	-0.6%	2%	/
Cc1cc(CNC(=O)c2cc(Br)ccc2Cl)nn1C	-3%	-11%	0%	?	0	4%	4%	-27%	-0.4%	13%	/
